Screens deposited in PubChem BioAssay by National Center for Advancing Translational Sciences (NCATS).
Pf Dd2 inh: inhibitors of Plasmodium falciparum Dd2 growth; P. falciparum Dd2 growth, SYBR Green, 72 h; AID 1347417; Potency, µM (highest dose often 28.9 µM), for the others: top-dose activity, negative = inhibition, most hits filed as inhibitors; hit rate 4.3% among 120,000; active means well fitted inhibition curve with a large enough effect; inconclusive means small, poorly fitted or top-dose-only effect; inactive means no such curve, though single readings can be large or run the other way;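 further: plate controls were DMSO vehicle for no effect and reference drug for full effect; nearly all actives have a fitted effect of over 65% in size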
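Readout: SYBR Green fluorescence, 485 nm excitation, 535 nm emission, after ~16 h lysis at 37C. Before that, Dd2-infected red cells (2.5% hematocrit) grew 72 h with compound, 29 uM top final concentration.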
Numbers without * were called inactive; i = inactive; ? = inconclusive; [ ] = another dose, or the depositor's remark. Potency means the concentration at half of the fitted maximal effect. Only part of the results is shown; count on the stated rates, not on these rows.

SMILES	Pf Dd2 inh
Cc1noc2ncnc(N3CCCC(C(=O)Nc4cc(F)ccc4F)C3)c12 (stereo not drawn)	-11.2%
Cc1c(C(=O)N(Cc2ccc(N(C)C)cc2)CC2CCCO2)oc2ccccc12 (stereo not drawn)	-16.5%
COc1ccc(Cn2c(SCc3ccc(C(=O)NC4CCCCC4)cc3)nc3cccnc32)cc1	?
CCn1ccnc1CN1CCCC(CCc2ccc(OC)cc2)C1 (stereo not drawn)	?
Cc1cc(C[C@@H]2COC[C@@H]2NC(=O)c2cccc(-n3nc(C)cc3C)c2)on1	6.0%
COc1ccccc1-n1cc(C(=O)N(C)Cc2noc3c2CCCC3)cn1	-24.7%
COc1cccc(CNC(=O)c2cc3c(=O)n(Cc4cccnc4)ccc3nc2C)c1	?
CCOc1ccc(CNC(=O)CN2C(=O)CCn3nc(-c4cn(C)c5ccccc45)cc32)cc1OC	-11.0%
O=C(Cc1cccs1)Nc1ccc2c(N3CCCCC3)ncnc2c1	5.01µM*
Cc1nnc([C@@H]2CC(F)(F)CN2C(=O)c2ccoc2)o1	21.6%
CCc1cccc2c(C(CC(=O)N3CCCC3)c3cccc([N+](=O)[O-])c3)c[nH]c12 (stereo not drawn)	7.94µM*
Cc1cc(C(F)(F)F)n(-c2nc(C(=O)N3CCOCC(O)C3)cs2)n1 (stereo not drawn)	-2.9%
CCc1nc(C)c(C(=O)N[C@@H]2c3ccccc3C3(CCNCC3)[C@H]2OC)o1	-27.8%
Cc1cc2nc3n(c(=O)c2n1CC(=O)Nc1ccc(Br)cc1)CCCC3	-5.9%
Cc1ccc2oc3c(c(=O)c2c1)C(c1ccc([N+](=O)[O-])cc1)N(CCCN1CCOCC1)C3=O (stereo not drawn)	10µM*
CCn1c2c(c(=O)n1Cc1ccccc1)CCN(C(=O)Cc1ccc3c(c1)OCO3)C2	-4.7%[44.1 µM]
Cc1cccc(-n2c(=O)c3c(c4cc(C)ccc4n3C)n(CC(=O)Nc3ccccc3C(F)(F)F)c2=O)c1	9.9%
O=C(O)C[C@@H]1CCN(C(=O)c2ccc(F)cc2)C[C@@H]1CCN1CCN(c2cccc(C(F)(F)F)c2)CC1	i
CCCN1CCN(CCNC(=O)Nc2ccccc2OCC)CC1	22.2%
Cc1cc2nc3n(c(=O)c2n1CC(=O)NC1CCc2ccccc21)CCCC3 (stereo not drawn)	-2.7%
CCn1c(COc2ccc(Cl)cc2Cl)nc2ccccc21	-19.2%
CNC(=O)c1cccc(Nc2ncc3c(n2)CN([S+](=O)([O-])c2cccc(OC)c2)CCN3)c1	3.3%
COc1ccc(C(=O)Nc2cccc(-c3nnc4n3CCCC4)c2)cc1F	?
Cc1cccc(-n2nc(C)c(CCC(=O)N(C)C(C)C)c2Oc2ccc(F)cc2F)c1	-5.6%
COc1ccc(-c2n[nH]c3c2C(c2ccccn2)N(C)C3=O)cc1 (stereo not drawn)	-13.5%

Quoted at random: four records from the list
SMILES	Pf Dd2 inh
COc1ccc(-c2n[nH]c3c2C(c2ccccn2)N(C)C3=O)cc1 (stereo not drawn)	-13.5%
Cc1cc(C(F)(F)F)n(-c2nc(C(=O)N3CCOCC(O)C3)cs2)n1 (stereo not drawn)	-2.9%
Cc1cccc(-n2c(=O)c3c(c4cc(C)ccc4n3C)n(CC(=O)Nc3ccccc3C(F)(F)F)c2=O)c1	9.9%
CCCN1CCN(CCNC(=O)Nc2ccccc2OCC)CC1	22.2%

Next entries.
SMILES	Pf Dd2 inh
CN1C(=O)C2(CCN(C(=O)CCn3cnnn3)CC2)c2ccccc21	i
O=C(Nc1cccc(C(F)(F)F)c1)Nc1nnc(N2CCCCC2)s1	-21.9%
CC(=O)N1CCc2nn(CC(=O)Nc3cccc(Br)c3)c(=O)cc2C1	-18.6%
O=C(NC1CCCCC1)[C@@H]1C[C@@H](O)CN1C1CCN(C(=O)c2ccc3ncccc3c2)CC1	i
CCOC(=O)CC(NC(=O)CCc1c(C)nc2ncnn2c1C)c1ccc(C)cc1 (stereo not drawn)	41.8%[activator]
Cc1ccc(CNC(=O)c2nc(SCc3ccccc3F)ncc2Cl)cc1	?
Cc1ccc(C(=O)NC2CCN(c3cn[nH]c(=O)c3)CC2)cc1C	-5.2%
CCc1ccc(C(=O)c2cn(CC(=O)Nc3ccc(F)cc3)c3ccc(F)cc3c2=O)cc1	i
COCC(=O)N1CCN(CC(=O)NCc2cccs2)[C@H]2CS(=O)(=O)C[C@H]21	8.3%
CCN(CCN(C)C)C(=O)Cn1ncc2c([nH]c3ccc(C)cc32)c1=O	7.6%
COc1cc(F)ccc1-c1ccnc2nc(Cc3ccc(F)cc3)nn12	?
COc1ccc(-c2nnc(SCC(=O)NC3CCCCC3)nc2-c2ccc(OC)cc2)cc1	39.1%
COc1ccc(NC(=O)c2cnn(-c3ccc(C)c(C)c3)c2C2CCNCC2)cc1OC	?
O=C(NCc1ccccc1Cl)c1cccn1-c1nnc(N2CCCCC2)s1	-12.5%
COc1ccc(NC(=O)c2sc3nc4c(cc3c2N)N2CCC4CC2)cc1OC	?
N#C/C(=C\c1ccc(O)cc1)C(=O)NCC1CCCO1 (stereo not drawn)	19.5%
Cc1ccccc1C(=O)Nc1cccc(C(=O)OCc2cc(=O)n3c(C)csc3n2)c1	i
Cc1nc2c(c(-c3ccc(O)cc3)n1)CN(C(=O)c1ccccc1Cl)CC2	-7.8%
O=C(Cn1ccn2nc(-c3ccccc3)c(CO)c2c1=O)N1CCCCCC1	i
O=C(Cn1nc2n(c1=O)CCCCC2)NCc1ccccc1Cl	18.8%
Cc1noc(C)c1CO[C@@H]1COCC[C@H]1NC1CSCCSC1	-12.2%
Cc1noc(-c2ccc(N3CCN(C/C=C/c4ccccc4)CC3)nc2)n1	?
CC(=O)c1cc(C(=O)N2C[C@H]3CC[C@@H]2CN(CCCc2ccccc2)C3)cs1	?
COc1ccc(NC(=O)C2CCCN(S(=O)(=O)c3c(C)n[nH]c3C)C2)cc1OC (stereo not drawn)	i
COc1ccc(NC(=O)C(Cc2ccccc2)NS(=O)(=O)c2ccc(Br)s2)cc1OC (stereo not drawn)	-0.7%

The listing continues:
SMILES	Pf Dd2 inh
CCc1noc(-c2ccn3c(CNC(=O)c4ccc(F)cc4Cl)nnc3c2)n1	?
COC(=O)c1ccc(-n2c(/C=C\c3cccc(Br)c3)nc3ccccc3c2=O)cc1	i
Cc1cc(C(=O)N2CC[C@H]3C(=O)NCCCCCCN(Cc4ccncc4)[C@@H]3C2)nn1C	?
O=C(/C=C\c1ccccc1)NC1CC(=O)N(c2ccccc2)C1 (stereo not drawn)	71.0%[activator]
O=C(CCS(=O)(=O)c1nc(-c2ccc3c(c2)OCO3)cc(C(F)(F)F)n1)Nc1ccccc1C(F)(F)F	-20.7%
COc1ccc(C2Cn3nnc(C(=O)N4CCC(C(=O)NCc5ccc(C)cc5)CC4)c3CO2)cc1 (stereo not drawn)	i
COc1cc2nc(NCc3ccccc3)n3nc(-c4ccccc4)nc3c2cc1OC	0.316µM*
COC(=O)c1ccc2c(c1)N(Cc1ccccc1)C(=O)c1ccccc1S2(=O)=O	56.5%[activator]
O=C(CCC1N=C2c3ccccc3N=C(SCc3cccc(Cl)c3)N2C1=O)NCCc1ccccc1 (stereo not drawn)	38.0%[activator]
c1ccc(NCCn2cc(C3CCCNC3)nn2)cc1 (stereo not drawn)	-4.5%
COC[C@@H]1CCCN1Cc1cn(Cc2ccccc2)nc1-c1cc2ccccc2o1	i
Cn1c(NCCO)nc2c1c(=O)n(Cc1cccc(F)c1)c(=O)n2C	-4.3%
Cc1c(/C=C(\C#N)C(=O)Nc2cccc(Cl)c2)c2ccccc2n1Cc1ccccc1	?
O=C(CN1C(=O)NC2(CCCCC2)C1=O)NCc1ccccc1	5.3%
CCOc1cc(Cl)c(S(=O)(=O)n2cc(C)nc2CC)cc1Cl	-8.3%
O=C(c1coc(COc2cccc(C(F)(F)F)c2)n1)N1CCCCCCC1	-23.6%
CN(CC1CCOCC1)C(=O)c1cc(Cl)ccc1F	-15.3%
CCOc1ccccc1C1NC(=O)N(CC(=O)Nc2cccc(C)c2C)C2=C1C(=O)OC2 (stereo not drawn)	i
COc1ccc(-c2noc(CSc3nc4ccccc4[nH]3)n2)cc1OC	?
COc1ccc(OC2CN(Cc3ccc(C(F)(F)F)cc3)C2)cc1	18.4%
CCC(C)c1ccc(OCC(=O)Nc2cccc3ccc(C)nc23)cc1 (stereo not drawn)	4.5%
CN(Cc1cccnc1)C1CN(C(=O)C2CCC2)C1	-7.8%
CN1C[C@H](NCc2nccn2C)CCC[C@@H](C(=O)NCc2cc(F)cc(F)c2)CC1=O	15.2%[44.1 µM]
CCOc1ccccc1CNCCNC(=O)c1nonc1N	?
O=C(c1ccc(C(F)(F)F)cc1)N1CCCC2(CC(c3cccc(C(F)(F)F)c3)=NO2)C1 (stereo not drawn)	9.4%

Taken from above:
O=C(/C=C\c1ccccc1)NC1CC(=O)N(c2ccccc2)C1 (stereo not drawn) | Pf Dd2 inh: 71.0%[activator]
CCOc1cc(Cl)c(S(=O)(=O)n2cc(C)nc2CC)cc1Cl | Pf Dd2 inh: -8.3%

(listing goes on)
SMILES	Pf Dd2 inh
C=C[C@H]1CN2CC[C@H]1C[C@@H]2CNCc1ccc(-c2ccccc2)cc1	?
CNC(=O)[C@@H](C1CC1)N1CCC[C@H]1C(=O)NCC(C)C	9.4%[44.1 µM]
COc1ccccc1-c1ccnc(N[C@H]2CO[C@H]3[C@@H]2OC[C@@H]3NC(=O)N2CCOCC2)n1	i
O=C(Nc1ccccc1)N1CCC2(C1)C(=O)N(CCc1ccccc1)c1ccccc12 (stereo not drawn)	?
Cc1cc(C)cc(-n2c(C)cc(C(=O)C(=O)Nc3nnc(C)s3)c2C)c1	i
Cc1noc(C)c1CN1CCCC(COc2ccccc2C(=O)N2CCC(C)CC2)C1 (stereo not drawn)	-3.4%
Cc1nn(CC(=O)Nc2cccc(C(F)(F)F)c2)c(=O)c2nn(-c3ccccc3)c(C)c12	-14.3%
COCC(=O)Nc1c(C(=O)OC)n(CCCc2ccccc2)c2ncc(NC(C)CCO)cc12 (stereo not drawn)	?
Cc1ccc(CCNC(=O)C2CCN(c3cc(C(F)(F)F)ncn3)CC2)cc1	?
CNC(=O)[C@@H]1C[C@H](Oc2ccccc2)CN1C(=O)c1ccc(OC)nc1OC	-15.4%
O=C(NC1CCCCC1)[C@@H]1C[C@@H](O)CN1C1CCN(C(=O)c2n[nH]c3ccccc23)CC1	?
COc1ccc(CCCN2C(=O)O[C@@H]3CN(c4cc(OC)ncn4)C[C@@H]32)cc1	-8.4%
Cc1ccccc1-c1nnc(C2CCN(S(=O)(=O)c3ccc(Cl)cc3)CC2)o1	?
CN(C)Cc1ccc(-c2ccc(CO)cc2CO)cc1	-25.7%
CC(C)N1C(=O)OCC12CCN(Cc1cccc(C#N)c1)C2 (stereo not drawn)	-22.7%[44.1 µM]
CCc1ccc(CNC(=O)Cn2nc(-c3ccc(Cl)cc3)ccc2=O)cc1	36.8%[activator]
FC(F)(F)Oc1cccc(CNC[C@H]2Cn3ccnc3CO2)c1	?
CN1CC(=O)N(C2CCC2)Cc2c(NCc3cccs3)ncnc21	i
CCn1c(Cn2ccnc2C)nnc1C1CCN(c2cc(C#N)ccn2)CC1	-12.3%
COCCN1C(=O)CCc2cc(NC(=O)Cc3ccc(OC)cc3Cl)ccc21	-16.2%
CC(=O)c1cccc(NC(=O)Cn2c(=O)oc3cc(S(=O)(=O)N4CCCC4)ccc32)c1	-21.3%
COc1ccc(CNC(=O)NCC2Cn3cccc3C(=O)N2Cc2ccccc2)cc1 (stereo not drawn)	?
O=C(Cn1nc2n(c1=O)CCCCC2)NCc1ccccc1Br	-22.6%
CN1C(=O)C2(CCN(C(=O)C3(c4ccccc4)CC3)CC2)c2ccccc21	?
Cc1ccccc1OCc1nnc(SCc2cc(=O)c3ccc(C)c(C)c3[nH]2)n1C	?

Following part
SMILES	Pf Dd2 inh
Cc1cccc(C(=O)NC2CCN(c3cn[nH]c(=O)c3)CC2)c1	10.6%
COc1ccccc1CN1CCCn2nc(C)c(-c3ccccc3C(N)=O)c21	?
Cc1noc(-c2cccn3c(CNC(=O)c4cccc(N(C)C)c4)nnc23)n1	0.562µM*
COc1ccc(CCNC(=O)Cn2cccc2-c2nc(-c3ccc(F)cc3)no2)cc1OC	i
Clc1ccc(C2Cn3nnc(-c4noc(C5CC5)n4)c3CO2)cc1 (stereo not drawn)	?
O=C(NCCc1ccc(Cl)cc1)c1nc(-c2ccc(F)cc2)c2cnccn12	?
COc1cc(-c2noc(-c3nnn(-c4ccc(Cl)cc4)c3C)n2)cc(OC)c1OC	-6.0%
Cc1ccc(CNC(=O)c2cccc(N3CCCS3(=O)=O)c2)cc1	65.2%[activator]
Cc1ccc(CN2CC[C@@](C)(O)[C@H](N3CCCC3)C2)s1	?
CNCCN(C)C(=O)C1CCCN(C2CCN(C3Cc4ccccc4C3)CC2)C1 (stereo not drawn)	-7.7%
Cc1ccc(C)c(NC(=O)Cn2cc(C(=O)c3ccncc3)c(=O)c3cc(F)ccc32)c1	1.7%
OCC1(CN2CCCC2)CCN(Cc2cccc3cc[nH]c23)CC1	?
COc1ccnc(CN2CCN(C)C3(CCC(=O)N(C)CC3)C2)c1OC (stereo not drawn)	-19.5%
OCc1nnc(C2CC(Nc3ncnc4ccccc34)C2)n1C1CC1 (stereo not drawn)	-24.7%

A different layout for part of the listing above:
Cn1c(NCCO)nc2c1c(=O)n(Cc1cccc(F)c1)c(=O)n2C
  Pf Dd2 inh = -4.3%

Cc1c(/C=C(\C#N)C(=O)Nc2cccc(Cl)c2)c2ccccc2n1Cc1ccccc1
  Pf Dd2 inh = ?

O=C(CN1C(=O)NC2(CCCCC2)C1=O)NCc1ccccc1
  Pf Dd2 inh = 5.3%

CCOc1cc(Cl)c(S(=O)(=O)n2cc(C)nc2CC)cc1Cl
  Pf Dd2 inh = -8.3%
